# FXIa inh – blocks human coagulation factor XIa activity. inhibition, % at 10 µM. 33,000 tested, 0.3% active. AID 687. purified human FXIa, fluorogenic AMC substrate cleavage;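 active means inhibition above 40% in the primary screen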;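 further: 0% = enzyme without compound and 100% = blank wells lacking enzyme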
# Target sequence (P03951 19-387 limits assumed): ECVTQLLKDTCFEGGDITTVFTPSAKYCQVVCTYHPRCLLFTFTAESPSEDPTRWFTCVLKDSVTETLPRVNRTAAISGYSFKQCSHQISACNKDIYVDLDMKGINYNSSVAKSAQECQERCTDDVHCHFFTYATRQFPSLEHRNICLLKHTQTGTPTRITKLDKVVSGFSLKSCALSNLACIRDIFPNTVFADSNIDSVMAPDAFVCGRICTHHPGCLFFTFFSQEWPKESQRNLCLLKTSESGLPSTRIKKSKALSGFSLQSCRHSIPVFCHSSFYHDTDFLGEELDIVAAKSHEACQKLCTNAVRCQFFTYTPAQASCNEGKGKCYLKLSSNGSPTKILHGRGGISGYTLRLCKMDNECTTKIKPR
# Target sequence (P03951 388-625 limits assumed): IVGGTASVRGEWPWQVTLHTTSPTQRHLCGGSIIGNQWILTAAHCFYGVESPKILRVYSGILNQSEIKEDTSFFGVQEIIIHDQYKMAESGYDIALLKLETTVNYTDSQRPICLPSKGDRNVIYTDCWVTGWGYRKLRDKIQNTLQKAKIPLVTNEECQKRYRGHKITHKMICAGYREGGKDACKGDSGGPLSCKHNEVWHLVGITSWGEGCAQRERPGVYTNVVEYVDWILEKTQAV
# FXIIa single – blocks human coagulation factor XIIa activity. 33,000 tested, 0.2% active. P00748. purified human FXIIa, AMC substrate fluorescence, 2 h. inhibition, % at 10 µM; in the data active means inhibition above about 30%;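 further: 0% = enzyme with vehicle only and 100% = no enzyme blank; many of its hits are not listed in these tables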
# * marks the source's active call; other numbers are inactive results.
# Values run as follows: FXIIa single, FXIa inh
> COc1ccc(NC(=O)C2=C(C)C(=O)OC23CCC(C)CC3)cc1Cl (configuration not stated)
    -3, -4
> COC(=O)COc1ccc(S(=O)(=O)N2CCc3ccccc3C2)cc1C
    6, 15
> COc1cc(C(=O)N(CCc2ccccc2)C2=CC3CCC(C2)N3C)cc(OC)c1OC (configuration not stated)
    7, 2
> Cn1nnc2cc(C(=O)N3CCN(c4ccccc4)CC3)ccc21
    1, 3
> Cc1ccc2[nH]c(=O)c(CN(CCO)Cc3nnnn3CCc3ccccc3)cc2c1
    4, 6
> Cc1ccc2oc(-c3ccccc3)c(C(=O)O)c(=O)c2c1
    7, 3
> CNS(=O)(=O)c1cccc(C(=O)OCC(=O)c2cc(C)n(-c3ccc4c(c3)OCO4)c2C)c1
    6, 8
> COc1ccc2c(c1)CCc1c(C(=O)Nc3c(C)nn(Cc4ccccc4)c3C)noc1-2
    -9, 29
> OC(c1ccccc1)(c1ccc(F)cc1)C(c1ccccc1)N1CCOCC1 (configuration not stated)
    6, 3
> O=C1N(Cc2ccc(F)cc2Cl)c2ccccc2C12OCCCO2
    -10, 18
> CCOC(=O)c1cc(CC)sc1NC(=O)c1ccc2c(c1)OCCO2
    6, -4
> Cc1cccc(C2NS(=O)(=O)N=C2N)c1 (configuration not stated)
    4, -2
> c1ccc(-n2nc3c(ccc4cnnc43)[nH]2)cc1
    3, -2
> COC(=O)c1ccccc1NC(=O)Cn1c(=O)oc2ccc(Cl)cc21
    6, 9
> Cc1cc(C)c(C#N)c(SCc2[nH]nc3c2C(c2ccc(F)cc2)C(C#N)=C(N)O3)n1 (configuration not stated)
    -3, -5
> O=C(CN1C(=O)C2CC=CCC2C1=O)Nc1nnc(SCc2ccc(Cl)cc2)s1 (configuration not stated)
    -3, -6
> CCN(CC)c1ccc(C2CC(=O)Nc3cc(OC)c(OC)cc32)cc1 (configuration not stated)
    5, 0
> CCOC(=O)c1ccc(Oc2nc(N(C)C)nc(N(C)C)n2)cc1
    -14, 15
> C/C=C(\C)CN1CCN(c2ccccc2)CC1
    7, -1
> CCOC(=O)N1CCC(NC(=O)C(NC(=O)C2CCC(C)CC2)C(C)CC)CC1 (configuration not stated)
    10, -12
> O=C(Nc1nccs1)c1ccc(Br)c(S(=O)(=O)N2CCOCC2)c1
    4, -6
> CCOC(=O)Cc1csc(NC(=O)c2ccc(NC(C)=O)cc2)n1
    8, 8
> CC(C)CC(=O)Nc1sc2c(c1C#N)CC(C)(C)NC2(C)C
    8, -5
> CC1=C(OC(=O)c2ccc(Br)cc2)C(C)(C)C(c2ccccc2)OC1=O (configuration not stated)
    2, 2
> CC(C)(C)NS(=O)(=O)c1ccc(N2C(=O)c3ccccc3C2=O)cc1
    4, -13
> COc1ccc(OC)c(C(c2nnnn2CCC(C)C)N2CCN(C(=O)c3ccco3)CC2)c1 (configuration not stated)
    -1, -6
> Cc1ccccc1-n1cnc2cc(NCc3cccs3)ccc21
    1, -8
> CCOC(=O)CC1=CC(=O)Nc2ccccc2N1
    5, 0
> CCN(CC)CCn1c(-c2ccccc2)nc(=S)c2c1CC(C)(C)OC2
    9, -3
> COc1cccc(-c2nc(CS(=O)(=O)CC(=O)N3CCc4ccccc43)c(C)o2)c1
    13, 5

# Structural class, those above containing a Cl atom (4)
# Values run as follows: FXIIa single, FXIa inh
> COc1ccc(NC(=O)C2=C(C)C(=O)OC23CCC(C)CC3)cc1Cl (configuration not stated)
    -3, -4
> O=C1N(Cc2ccc(F)cc2Cl)c2ccccc2C12OCCCO2
    -10, 18
> COC(=O)c1ccccc1NC(=O)Cn1c(=O)oc2ccc(Cl)cc21
    6, 9
> O=C(CN1C(=O)C2CC=CCC2C1=O)Nc1nnc(SCc2ccc(Cl)cc2)s1 (configuration not stated)
    -3, -6

# Remaining list, next part.
# Values run as follows: FXIIa single, FXIa inh
> O=C(NCNC(=O)c1ccccc1)c1ccccc1
    7, -1
> Cc1cccn2c(=O)c3cc(C(=O)NCC4CCCO4)n(C)c3nc12 (configuration not stated)
    -6, 1
> CN=C(Nc1cc(C)nn1-c1ccccc1)c1ccc(F)cc1
    5, 2
> CN(CCOC(=O)c1ccc2c(c1)OCCO2)C(C)(C)C
    3, 2
> Cn1cnnc1SCC(=O)N1CCc2ccccc21
    6, 6
> CC(=O)Nc1cccc(NC(=O)c2c(-c3c(Cl)cccc3Cl)noc2C)c1
    9, -2
> COCC(=O)Nc1ccc(Br)cc1
    -3, -9
> Cc1ccc(CNC(=O)CSc2nnnn2C)cc1
    6, 5
> COc1cc(C)nc(N2CCC(C(N)=O)CC2)n1
    -13, 1
> Cc1ccc(CNC(=O)c2ccc(C#CC(C)(C)O)s2)cc1
    6, -8
> O=C(CSc1nnc(Cc2ccccc2)n1-c1ccc(Cl)cc1)N1CCOCC1
    7, 4
> O=C(OC(C(=O)NC1CCCCC1)c1ccccn1)c1cccs1 (configuration not stated)
    -12, 26
> CCOC(=O)c1ccc(NC(=O)CCOc2ccc(C)cc2)cc1
    12, -3
> CSc1nc(C)cc(SCCO)n1
    3, 2
> N=C1C(c2nc3ccccc3[nH]2)=C(O)CN1c1ccc(F)cc1
    10, -7
> Cc1ccc(C(=O)Nc2ccc3c(c2)ncn3C)cc1
    -16, 1
> CC(=O)c1cccc(NC(=O)NCCS(C)=O)c1 (configuration not stated)
    4, 5
> Cc1ccc(S(=O)(=O)N[C@H](C(=O)OCn2nnc3ccccc3c2=O)C(C)C)cc1
    -15, 13
> Cc1ccc(SCC(=O)Nc2cccnc2)cc1
    6, 1
> N#Cc1cn(CC(=O)NCCc2c[nH]c3ccccc23)c2ccccc12
    6, -3
> CCN(CC)S(=O)(=O)c1ccc(S(=O)(=O)N(CC(=O)Nc2ccccc2)Cc2ccco2)cc1
    5, 3
> OC(CNCC1CCCO1)Cn1c2ccc(Cl)cc2c2cc(Cl)ccc21 (configuration not stated)
    4, 4
> Cc1cc(C)nc(Nc2n[nH]c(-c3ccc(N)cc3)n2)n1
    -15, 21
> Cc1cc(C(C)(C)C)cc(S(=O)(=O)NCC(=O)O)c1C
    -14, 33
> CCOC(=O)c1[nH]c(CSc2nnc(-c3ccc(OC)cc3)o2)c(C(=O)OCC)c1C
    21, -2
> O=C(O)c1ccc(CSc2nnc(Cc3ccccc3)o2)cc1
    8, 5
> COc1ccc(-c2cc(C(=O)Nc3c(C)nn(Cc4ccccc4Cl)c3C)no2)cc1
    4, 2
> O=C(NCCCCCCNC(=O)C1CCCC1)C1CCCC1
    17, 5
> Cc1ccc(C2(CC(=O)N3CCCC3)CCOC(C(C)C)C2)cc1 (configuration not stated)
    10, 6
> Cc1nn(C)c(C)c1C(=O)NN
    11, -9

# An excerpt from above in order of their number in FXIa inh, rising.
# Values run as follows: FXIIa single, FXIa inh
> N=C1C(c2nc3ccccc3[nH]2)=C(O)CN1c1ccc(F)cc1
    10, -7
> O=C(NCNC(=O)c1ccccc1)c1ccccc1
    7, -1
> Cc1cc(C(C)(C)C)cc(S(=O)(=O)NCC(=O)O)c1C
    -14, 33

# Continuation.
# Values run as follows: FXIIa single, FXIa inh
> Cn1cnc([N+](=O)[O-])c1NC(C)(C)C
    -11, 17
> CN1CCN(S(=O)(=O)c2ccc(C(=O)Nc3ccccc3)cc2)CC1
    11, 7
> Cc1c(NC(=O)C2CC(c3ccc(F)cc3)=NO2)c(=O)n(-c2ccccc2)n1C (configuration not stated)
    1, 3
> COc1cc(C(=O)NCc2nnc(SCC(=O)N3CCC(C)CC3)o2)cc(OC)c1OC
    3, 5
> Cc1ccc(Oc2nc3ccccc3n3c(C)nnc23)cc1
    6, -7
> COc1ccc(-c2nc(-n3c(C)c(C(C)=O)c(C(C)=O)c3C)sc2C)cc1OC
    3, -5
> CCOC(=O)N1CCN(C/C(C)=C/c2ccccc2)CC1
    31*, 2
> CCc1ccc(NC(=O)c2noc3c2CCc2ccccc2-3)cc1
    7, -7
> Cc1cccc(NC2=Nc3ccccc3N3C2=Nc2c(c(C)nn2-c2ccccc2)C3c2ccc(O)c(O)c2)c1 (configuration not stated)
    9, 0
> CC(=O)CSc1nsc(SCC(C)=O)c1C#N
    5, 6
> COc1ccc(C)cc1NC(=O)CSc1nnc(CC(=O)Nc2cccc(C(F)(F)F)c2)n1C
    9, 11
> Cc1ccc(S(=O)(=O)N2CCC(C(=O)N(C)C3CCS(=O)(=O)C3)CC2)cc1 (configuration not stated)
    5, 6
> Cc1cccc(NC2=NCC(=O)N2CCc2ccccc2)c1
    2, -1
> Clc1nc2sccn2c1/C=N/n1cnc2ccccc21
    7, 1
> CCN(CC)S(=O)(=O)c1ccc(NC(=O)C(C)N(c2ccc(OC)cc2)S(C)(=O)=O)cc1 (configuration not stated)
    5, 3
> CCN(C(=O)c1cc2cccc(OC)c2oc1=O)C1CCCCC1
    6, 4
> CCN1CCN(S(=O)(=O)c2ccc3c(c2)OCCO3)CC1
    5, -4
> CCC(O)c1cc2c(cc1NC(=O)c1cccs1)OCCO2 (configuration not stated)
    -12, -1
> Clc1ccc2nc(N3CCN(c4ccccc4)CC3)sc2c1
    13, -4
> O=C(Nc1ccc(Br)cc1Cl)c1cnccn1
    8, 1
> COc1cc(C2C3=C(CC(C)(C)CC3=O)N(C)C(=O)N2C)cc(OC)c1OC (configuration not stated)
    -19, 0
> O=C1Nc2c(c(=O)[nH]c(=O)n2-c2ccccc2)C(C(F)(F)F)(C(F)(F)F)N1
    8, -7
> O=C(Cc1ccc(Cl)cc1)NCC(=O)N1CCCC1
    -19, 2
> CCN(CC)S(=O)(=O)c1ccc(NC(=O)CSc2nnc(-c3cccc(OC)c3)n2C)cc1
    -15, 23
> CCCCNC(=O)c1sc(=S)n(-c2ccccc2OC)c1N
    3, 7
> NC(=O)COc1ncn(-c2ccccc2)n1
    -2, -5
> COCCn1c(SCC(=O)Nc2ccc(Cl)cn2)nc2ccccc21
    16, 0
> COCCSc1ccccc1C(=O)Nc1ccncc1
    2, -4
> Cc1cc(C(=O)CSc2n[nH]c(N)n2)c(C)n1-c1ccc(F)cc1
    -18, 2
> COc1cc2c(cc1NS(=O)(=O)N1CCCCC1)oc1ccccc12
    6, -7

# Molecules from the list above with bromine (four):
# Values run as follows: FXIIa single, FXIa inh
> O=C(Nc1nccs1)c1ccc(Br)c(S(=O)(=O)N2CCOCC2)c1
    4, -6
> CC1=C(OC(=O)c2ccc(Br)cc2)C(C)(C)C(c2ccccc2)OC1=O (configuration not stated)
    2, 2
> COCC(=O)Nc1ccc(Br)cc1
    -3, -9
> O=C(Nc1ccc(Br)cc1Cl)c1cnccn1
    8, 1

# Later entries
# Values run as follows: FXIIa single, FXIa inh
> Cc1cc(C(=O)CSc2nnc(-c3cccnc3)n2-c2ccccc2F)c(C)n1CC1CCCO1 (configuration not stated)
    9, 0
> CN(C)C(=O)CSc1nnc(-c2cnccn2)n1C
    6, 3
> CCOC(=O)N1CCN(Cc2nc(N)nc(Nc3ccc(C)cc3)n2)CC1
    -8, 17
> O=C(O)/C=C/c1ccc2ccccc2n1
    7, 5
> O=C(COC(=O)C1CCN(S(=O)(=O)c2cc([N+](=O)[O-])ccc2Cl)CC1)Nc1ncc(Cl)cc1Cl
    7, 2
> COC(=O)COc1cccc2c(=O)n(CC(=O)N3CCCc4ccccc43)ccc12
    4, 14
> COc1ccc(-n2c(=O)c3ccccc3n(Cc3ccc(F)cc3)c2=O)cc1OC
    -14, 29
> C=CCNC(=O)C1CC=CCC1C(=O)O (configuration not stated)
    6, 9
> COc1c2occc2c(OC)c2c(=O)cc(C(F)(F)F)oc12
    -8, -9
> O=C(CSc1nnc(CNC(=O)c2cccs2)o1)NC1CCCCC1
    3, 4
> Cc1ccc(Cl)cc1NC(=O)CSC(N)=O
    -8, 18
> CCCCNC(=O)C1CCCN1C(=O)Nc1ccccc1 (configuration not stated)
    4, -1
> CC(C)NS(=O)(=O)c1ccc(NC(=O)CCc2ccccc2)cc1
    0, -3
> Cc1c(NC(=O)c2coc(=O)c(Br)c2)c(=O)n(-c2ccccc2)n1C
    6, 3
> CN(C)CCCOc1nc2c(c(=O)n(C)c(=O)n2C)n1C
    -1, -1
> CCOC(=O)C1=C(C)OC(N)=C(C#N)C1c1cc(Cl)c(OCC(N)=O)c(OC)c1 (configuration not stated)
    10, 6
> CCN(CC)CCCNc1nc(-c2ccccc2)nc2ccccc12
    6, -3
> CN(C)S(=O)(=O)c1ccc(-c2cn3ccccc3n2)cc1
    -2, 4
> Cc1nn(C)c(C)c1S(=O)(=O)N(CC(=O)N1CCc2ccccc21)c1ccc(C(C)C)cc1
    3, 3
> O=C(O)CCc1ncc(C(F)(F)F)cc1Cl
    9, -11
> Cc1cc(-c2ccccc2)nc(Oc2ccc(C(C)(C)C)cc2)c1S(C)(=O)=O
    5, 10
> COc1ccc(N2CCN(CCNC(=O)Nc3ccc(Cl)cc3)CC2)cc1
    -1, -8
> COc1ccc(N2CCN(CCCn3c(=S)[nH]c4ncccc4c3=O)CC2)cc1
    4, -8
> CCC(C)NC(=O)N[C@@H](CCSC)C(=O)OC (some centres not stated)
    2, -11
> COc1ccc(N2C(=O)CN=C2Nc2nc(C)cc(C)n2)cc1
    7, -2
> Cc1cccc(C)c1NC(=O)CSc1nnc(-c2ccccc2)n1Cc1ccc2c(c1)OCO2
    8, 4
> N#Cc1c(Sc2ncc(C(F)(F)F)cc2Cl)nsc1C/C=N\OCc1c(F)cccc1Cl
    -15, 16
> CCOC(=O)CC1C(=O)NCCN1C(=O)c1c(F)cccc1F (configuration not stated)
    -9, -1
> O=C(NCCCN1CCc2ccccc2C1)Nc1ccc(Br)cc1
    4, 5
> CN1CCN(S(=O)(=O)c2cccc(C(=O)N(c3ccccn3)C3CCCCC3)c2)CC1
    10, 0
> CCn1c(COc2ccccc2C)nnc1SCC(=O)NCc1ccccc1
    3, -2
> Cc1cc(C)n(S(=O)(=O)/C=C/c2ccccc2)n1
    6, -6

# Screens from PubChem.

# Only part of the results is shown (hit frequency here may not be typical).
